TAG inh – reduces triacylglycerol accumulation in H9c2 cells; Nile Red lipid (TAG) fluorescence; cells loaded with 200 µM oleic acid; inhibition, % at 12.5 µM; actives 0.66% (n = 230,000);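 active = pattern-corrected inhibition of lipid staining of at least 50% with the nuclear-stain viability signal not falling by more than 50%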;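 note: 0% = DMSO wells and 100% = triacsin C control wells; some results filed as inactive read as strong as hits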
TAG inh DAPI viability – recorded beside TAG inh, whose call it bears; DAPI nuclei signal change (viability), lower = more cytotoxic, %;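 whole-well DAPI fluorescence read on a plate reader as a viability signal; minus 50 percent equals half of cells still viable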
An asterisk follows results filed as active; i = inactive. Only part of the results is shown, so the mix of outcomes need not match the whole.

Results follow in this order: TAG inh	TAG inh DAPI viability
- COc1cccc([C@@H]2CC=C(C(=O)O)[C@H](c3ccc(C)cc3)N2S(=O)(=O)c2ccc(C)cc2)c1
  -2	-9
- Cc1cc(C)nc(SCCC(=O)Nc2cccc3ccccc23)n1
  -11	9
- Cc1cc(C)c(NC(=O)NC2CCCCC2)c(C)c1
  -11	-1
- Cc1cc(=O)[nH]c(N/N=C/c2c[nH]c3ccccc23)n1
  5	12
- O=C(O)CCC(=O)N1CCN(c2nc(-c3ccccc3Cl)c3cc(Br)ccc3n2)CC1
  8	4
- CC1=CC(C)(C)N(C(=O)CCl)c2ccccc21
  15	-6
- CC(C)Oc1ccc(CNC(=O)Oc2ccccc2)cc1
  -14	0
- Cc1ccc(C(=O)NCC(=O)OCCCn2c(=O)[nH]c3ccccc32)cc1C
  -1	7
- Cc1cc(C(=O)NNc2cc(Cl)ccc2Cl)no1
  -6	2
- CC(C)(C)C(=O)N1CCC2CC1c1cc(Cl)ccc12 (stereo unspecified)
  -6	0
- COc1cc(C)ccc1OCc1cc(C(=O)NC2CCOCC2)no1
  -5	2
- Cc1cccc(N2CCN(C(=O)n3ccnc3)CC2)c1C
  3	-5
- CCN(CC)CCCN1C(=O)C(O)=C(C(=O)c2ccc(C)o2)C1c1ccc(C)o1 (stereo unspecified)
  1	21
- Cc1ccc(N2C(=O)CC(N3CCSCC3)C2=O)c(C)c1 (stereo unspecified)
  -3	5
- O=C(NCC(c1ccco1)N1CCCC1)c1cc(S(=O)(=O)N2CCOCC2)ccc1Cl (stereo unspecified)
  -13	12
- Cc1cccc(CN2C(=O)[C@@H]3Cc4c([nH]c5ccccc45)C(C)(C)N3C2=O)c1
  5	1
- Cc1ccc(N(CC(=O)NC(C)C)C(=O)CCC(=O)Nc2ccccn2)cc1
  0	9
- Cc1ccc2nc(C)cc(C(=O)Nc3nccs3)c2c1
  13	11
- COc1ccc2oc(C(=O)N(CC(C)C)C3CCS(=O)(=O)C3)c(C)c2c1 (stereo unspecified)
  -25	-2
- CC(C)NC(=S)N/N=C/c1sc(N2CCCCC2)nc1-c1cccs1
  8	35
- COc1ccc(C2(CNC(=O)c3ccccc3[N+](=O)[O-])CCOCC2)cc1
  -2	-5
- Cc1nnnn1-c1ccc(CC(=O)O)cc1
  -3	5
- Cc1ccc(C)c(S(=O)(=O)N2CCN(C(=O)CCC(=O)NCc3ccc(Cl)cc3Cl)CC2)c1
  -4	4
- CCOC(=O)c1ccc(-n2c(C)nc3ccccc3c2=O)cc1
  10	-11
- COc1cc(C2C3=C(CC(C)(C)CC3=O)OC3=C2C(=O)CC(C)(C)C3)cc([N+](=O)[O-])c1O
  2	16
- CCOc1ccc(C(=O)NCC(=O)OC2CCOC2=O)cc1OCC (stereo unspecified)
  -3	-2
- O=C(CNCCO)NC12CC3CC(CC(C3)C1)C2
  8	6
- COC(=O)/C(C#N)=C/c1ccc(N2CCOCC2)c([N+](=O)[O-])c1
  3	-3
- Cn1cc(CN2CCCC(C(=O)c3nccn3C)C2)c(-c2cccc(Cl)c2)n1 (stereo unspecified)
  -1	9
- Cc1ccccc1OCC(=O)OCC(=O)Nc1ccc(N2CCOCC2)cc1
  -3	-1

A different layout for part of the listing above.
Molecule	TAG inh	TAG inh DAPI viability
Cc1ccc2nc(C)cc(C(=O)Nc3nccs3)c2c1	13	11
COc1ccc(C2(CNC(=O)c3ccccc3[N+](=O)[O-])CCOCC2)cc1	-2	-5
O=C(CNCCO)NC12CC3CC(CC(C3)C1)C2	8	6
COc1ccc2oc(C(=O)N(CC(C)C)C3CCS(=O)(=O)C3)c(C)c2c1 (stereo unspecified)	-25	-2
COC(=O)/C(C#N)=C/c1ccc(N2CCOCC2)c([N+](=O)[O-])c1	3	-3
CCOC(=O)c1ccc(-n2c(C)nc3ccccc3c2=O)cc1	10	-11

Further results.
Results follow in this order: TAG inh	TAG inh DAPI viability
- COc1ccc(OC)c(COC(=O)c2cccc(S(=O)(=O)N3CCCCC3)c2)c1
  -87	-5
- O=C(CSCC(=O)NN=Cc1ccccc1O)NN=Cc1ccccc1O
  -11	-22
- COc1ccccc1N1CCN(C(=O)c2ccc(CN3CCc4ccccc4C3)cc2)CC1
  -1	-3
- Cc1ccc(C(=O)NCC(=O)OCCOc2cccc(Cl)c2)cc1
  10	4
- CCOc1ccc(OCCCC(=O)Nc2nc3ccccc3[nH]2)cc1
  -17	5
- COc1ccc(F)cc1S(=O)(=O)Nc1cc2c3c(c1)CC(=O)N3CCC2
  -17	2
- Cc1ccc2c(c1)c1c(n2CC(O)CNC(C)(C)C)CCCC1 (stereo unspecified)
  46	-15
- Cc1ccc(S(=O)(=O)Nc2cccc(CP(=O)(c3ccccc3)c3ccccc3)c2)cc1
  -1	-11
- CCOC(=O)C(=O)Nc1ccc(OCc2ccccc2)cc1
  4	-5
- O=C(CSc1nncs1)N1CCN(S(=O)(=O)c2ccccc2)CC1
  -2	5
- O=S(=O)(c1ccc2ncn(O)c2c1)N1CCOCC1
  -10	-7
- O=C(Nc1ccccc1)C1CCN(C(=O)c2ccc([N+](=O)[O-])cc2)CC1
  -2	-4
- CN(C)S(=O)(=O)c1ccc(NC(=O)COC(=O)C2CC3CCCC(C2)C3=O)cc1 (stereo unspecified)
  -5	3
- COc1ccc(OC)c(S(=O)(=O)NC(=O)C2(C)CCN2C(=O)c2ccco2)c1 (stereo unspecified)
  1	4
- O=C(CSc1nnc(COc2ccccc2)o1)N1CCOCC1
  1	-8
- COc1ccc(/C=C/C(=O)OCC(=O)Nc2cccc(Oc3ccccc3)c2)c(OC)c1
  -16	3
- Nc1cc(S(=O)(=O)Nc2cc(Cl)ccc2Cl)ccc1N1CCCC1
  -5	-1
- COc1ccc(CCC(=O)NNC(=O)Nc2ccc(C(C)C)cc2)cc1
  4	-4
- CCN(CC)S(=O)(=O)c1ccc(C)c(NC(=O)COC(=O)C=C(C)C)c1
  0	-1
- O=C1/C(=C\c2ccc3ccccc3c2)CCCc2ccccc21
  15	-16
- COc1cc(O)c(C(CC(=O)N2CCCCC2)c2cc(OC)c(OC)c(OC)c2)c(OC)c1 (stereo unspecified)
  -1	-6
- CCC1CCCCN1Cc1nc2c(c(=O)n(C)c(=O)n2C)n1Cc1cccc2ccccc12 (stereo unspecified)
  -2	0
- NS(=O)(=O)c1ccc(CCNC(=O)C2Cc3ccccc3CN2C(=O)c2ccco2)cc1 (stereo unspecified)
  -5	-3
- OCC[C@H]1C[C@@H](O)[C@H](O)[C@]2(CCc3ccccc3O2)O1
  14	-5
- COc1cccc(C=Nc2cc(C(C)C)c(O)cc2C)c1O
  105	-83
- CNS(=O)(=O)c1ccc(C)cc1
  -2	2
- Cn1c2ccccc2c(=O)c2cc(NCCCN3CCOCC3)ccc21
  9	i
- O=C(N/N=C/c1ccc(C(=O)O)cc1)C(=O)N1CCCCCC1
  -6	-4
- COc1ccc2[nH]c(=O)c(C(c3nnnn3C3CCCCC3)N3CCN(C)CC3)cc2c1 (stereo unspecified)
  13	22
- Cc1cnc(C(=O)N2CCN(S(=O)(=O)c3cc(C(F)(F)F)cc(C(F)(F)F)c3)CC2)cn1
  -24	-2
- CC(=O)N1CCN(S(=O)(=O)c2cccc(C(=O)OCC(=O)NCc3ccccc3Cl)c2)CC1
  7	6
- FC(F)(F)c1nnc(-c2ccccc2)nc1Sc1ccc(Cl)cc1
  -14	10
- CC1(C(=O)NCC2CC2)Cc2c(-c3cccc(C(F)(F)F)c3)ccnc2O1 (stereo unspecified)
  16	-4
- COc1ccc(NC(=O)c2cccc(S(=O)(=O)N3CCN(c4ccccc4)CC3)c2)c(OC)c1
  9	4
- CCn1cnc2c(cnn2-c2ccccc2)c1=O
  12	-5
- Cc1cccc(C(=O)NNC(=O)CCn2nnc3ccccc32)c1
  0	-7
- Cc1noc(C)c1COC(=O)c1ccccc1NC(=O)Cc1ccccc1
  0	-3
- COCCN(C(=O)CNC(=O)c1cccs1)C(C(=O)NC1CCCC1)c1cccs1 (stereo unspecified)
  6	6
- O=C(NCCN1C(=O)S/C(=C\c2cccnc2)C1=O)C1CC(=O)N(Cc2ccco2)C1 (stereo unspecified)
  -7	-5
- O=C(COC(=O)c1ccc(F)cc1)NCC1CCCCC1
  -5	-2
- CCCNC(=O)c1cc(C2CCCCN2S(C)(=O)=O)on1 (stereo unspecified)
  8	-13
- Cc1cc(C)n2c(SCc3cccs3)nnc2n1
  -22	13
- COC(=O)c1[nH]c2cc(C)ccc2c1NC(=O)CN1CCOCC1
  7	-6
- Cc1cccc(NC(=O)c2ncn3c2C(=O)N(C)CC3)c1
  12	-1
- COc1ccc(N/N=C(C)/C(=N/O)C(=O)Nc2ccccc2)cc1
  -7	0

Reprinted at random: 3 entries already listed.
Results follow in this order: TAG inh	TAG inh DAPI viability
- Cc1cccc(C(=O)NNC(=O)CCn2nnc3ccccc32)c1
  0	-7
- COCCN(C(=O)CNC(=O)c1cccs1)C(C(=O)NC1CCCC1)c1cccs1 (stereo unspecified)
  6	6
- CC(=O)N1CCN(S(=O)(=O)c2cccc(C(=O)OCC(=O)NCc3ccccc3Cl)c2)CC1
  7	6

Remaining list, next part.
Results follow in this order: TAG inh	TAG inh DAPI viability
- Clc1ccccc1OCCN1CCC(Cc2ccccc2)CC1
  6	3
- COCCSc1ccccc1C(=O)Nc1ccccc1C#N
  -1	-2
- COc1cccc2c1C(=O)c1ccc3ccccc3c1C2=O
  -8	0
- Clc1ccccc1-c1nnn(Cc2ccc(-c3nn[nH]n3)cc2)n1
  5	-2
- Cc1ccc(Cn2c(C(CO)Nc3nc(-c4ccc(Cl)c([N+](=O)[O-])c4)cs3)nc3ccccc32)cc1 (stereo unspecified)
  -12	1
- CN(CCc1cn[nH]c1)C(=O)CC1C(=O)NCCN1Cc1ccccc1C(F)(F)F (stereo unspecified)
  -10	6
- CC(C)n1c(=O)nc(-c2ccccc2)c2cc3c(cc21)OCO3
  0	6
- CN1C(C(=O)NCc2ccccc2)CC2Cn3c(nc4cc5ccccc5cc43)C21 (stereo unspecified)
  7	-8
- CCC(=O)Nc1nnc(SCC(=O)NCCc2ccc(OC)c(OC)c2)s1
  5	3
- O=C(O)C1Cc2ccccc2CN1S(=O)(=O)c1ccc2ccccc2c1 (stereo unspecified)
  -6	-3
- CCOc1ccc(NC(=O)CSc2nnc(Cc3csc(C)n3)o2)cc1
  14	-3
- Cc1cccc(C(=O)OCC(=O)NNC(=O)c2cccs2)c1O
  -12	6
- COc1ccc(C2C(C(=O)OCC(=O)N3CCCCC3)CCC(=O)N2c2ccc(OC)cc2)cc1 (stereo unspecified)
  3	-1
- CCOC(=O)c1sc(-c2ccccc2)cc1NC(=O)Nc1ccccc1
  27	6
- O=C(Nc1ccccc1)c1cc2ccc3ccccc3c2s1
  11	0
- COc1ccc(OCC(=O)NC(=S)Nc2ccc(S(=O)(=O)Nc3cc(C)on3)cc2)cc1
  0	6
- Cc1ccc([N+](=O)[O-])c2c1C(N1CCCCC1)C(C)(C)O2 (stereo unspecified)
  -2	3
- COC(=O)[C@@H](Cc1c[nH]c2ccccc12)NCc1cccc(B(O)O)c1
  -10	2
- Cc1ccc(-c2nc3ccccc3c(=O)n2-c2c(C)n(C)n(-c3ccccc3)c2=O)cc1
  -5	4

Source: PubChem BioAssay (Sanford-Burnham Center for Chemical Genomics)
